TRHR PAM: qHTS for Small Molecule Agonists and Allosteric Enhancers of Human TRH Receptor: Primary Screen for Enhancers. 360,000 compounds, 0.66% hits. TRHR cells, fluo-8 calcium fluorescence, EC20 TRH enhancement. enhancement, % at 2 µM; in the data active = enhancement above about 30%; also: 0% is about no effect
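TRHR-expressing cells loaded with fluo-8 calcium dye were read kinetically (ex 480/em 530) during compound addition, then stimulated with an EC20 of TRH (10 nM final). Enhancement of the Gq-mediated intracellular calcium response was scored.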
Anesthetic bind: qHTS Assay for Identification of Novel General Anesthetics | Ferritin light chain (Equus caballus), P02791 | apoferritin/1-aminoanthracene competitive binding, fluorescence | Potency, µM (highest dose often 77.5 µM), for inactives: at the highest dose activity change, negative = displacement, actives largely listed as inhibitors | 350,000 compounds, 0.074% hits; also: potency is read from the fitted curve at half-maximal effect; % is scaled to controls: 0 for no effect and ±100 for the full control effect; nearly all actives have a fitted effect of over 20% in size
Target sequence (P02791 2-175 limits assumed): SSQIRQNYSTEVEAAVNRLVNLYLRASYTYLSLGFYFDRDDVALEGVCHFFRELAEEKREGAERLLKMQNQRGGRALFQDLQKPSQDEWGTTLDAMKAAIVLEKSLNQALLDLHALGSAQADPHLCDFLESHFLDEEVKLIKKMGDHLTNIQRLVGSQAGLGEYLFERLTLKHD
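Read-out: endpoint 1-AMA fluorescence, excitation 380 nm and emission 535 nm, after compounds sit 10 min at room temperature with 10 uM horse-spleen apoferritin in 50% saturated 1-AMA/PBS. Values come from four-parameter Hill fits.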
D1 ag: Allosteric Agonists of the Human D1 Dopamine Receptor: qHTS | HEK293 T-REx D1 cells, calcium flux, agonist mode | activation, % at 2 µM | 360,000 compounds, 1% hits | AID 504660, 2011; in the data active = activation above about 30%; also: 0% is about no effect
Target sequence (P21728 whole entry, looked up): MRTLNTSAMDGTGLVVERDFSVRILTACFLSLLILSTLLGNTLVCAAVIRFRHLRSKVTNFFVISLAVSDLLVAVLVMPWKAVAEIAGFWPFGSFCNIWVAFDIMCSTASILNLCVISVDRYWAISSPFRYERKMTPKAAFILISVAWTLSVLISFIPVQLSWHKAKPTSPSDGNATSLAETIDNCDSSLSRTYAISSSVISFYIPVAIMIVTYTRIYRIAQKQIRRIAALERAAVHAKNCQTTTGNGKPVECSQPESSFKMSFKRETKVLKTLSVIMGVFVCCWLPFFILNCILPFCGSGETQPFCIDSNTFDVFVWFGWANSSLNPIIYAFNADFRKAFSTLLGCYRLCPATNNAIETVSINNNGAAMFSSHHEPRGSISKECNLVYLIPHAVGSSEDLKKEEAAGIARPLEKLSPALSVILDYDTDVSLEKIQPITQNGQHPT
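Inducible HEK293 T-REx D1 cells, force-coupled to calcium signalling, were plated at 4000 cells/well with tetracycline and held overnight at 30 C. After no-wash calcium dye loading, compound-evoked calcium rise over 180 s flagged agonists.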
TRHR agonist: qHTS for Small Molecule Agonists and Allosteric Enhancers of Human TRH Receptor: Primary Screen for Agonists; 360,000 compounds, 0.18% hits; activation, % at 2 µM; Thyrotropin-releasing hormone receptor (Homo sapiens), P34981; TRHR cells, calcium flux fluo-8, FDSS agonist mode; in the data active = activation above about 30%; also: 0% is about no effect
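Steps: seed TRHR cells overnight; add fluo-8 no-wash Ca dye, RT 30 min–1.5 h; record 10 s baseline; pin-transfer compounds; monitor fluorescence 1 cycle/s for the agonist window. Calcium increases flag candidate agonists.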
D1 potentiator: Potentiators of Human D1 Dopamine Receptor: qHTS. HEK293 TREx D1 cells, calcium flux, dopamine EC20 potentiation. potentiation, % at 10 µM. D(1A) dopamine receptor (Homo sapiens), P21728. 360,000 compounds, 0.036% hits; in the data active = potentiation above about 30%; also: 0% is about no effect
D2 potentiator: HTS Assay for Positive Allosteric Modulators of the Human D2 Dopamine Receptor: Primary Screen for Potentiators; D(2) dopamine receptor (Homo sapiens), P14416; HEK293 T-REx D2, calcium flux, EC20 dopamine potentiation; potentiation, % at 10 µM; 340,000 compounds, 0.34% hits; AID 485347, 2010;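 active = potentiation over 3 SD above the plate norm, cut at about 30% in these data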; also: 0% is about no effect
Target sequence (P14416 whole entry, looked up): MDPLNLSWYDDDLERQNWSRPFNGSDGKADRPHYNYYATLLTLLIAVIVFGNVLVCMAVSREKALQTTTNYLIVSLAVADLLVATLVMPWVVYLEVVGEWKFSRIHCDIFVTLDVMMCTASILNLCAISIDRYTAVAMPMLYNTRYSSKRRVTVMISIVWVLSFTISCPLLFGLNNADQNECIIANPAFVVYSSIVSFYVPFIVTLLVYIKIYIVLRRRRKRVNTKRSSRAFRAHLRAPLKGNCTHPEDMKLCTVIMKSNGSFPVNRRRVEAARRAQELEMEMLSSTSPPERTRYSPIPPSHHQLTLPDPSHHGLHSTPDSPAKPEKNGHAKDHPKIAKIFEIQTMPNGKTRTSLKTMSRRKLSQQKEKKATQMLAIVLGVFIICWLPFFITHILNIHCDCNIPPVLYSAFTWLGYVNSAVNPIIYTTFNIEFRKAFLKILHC
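Cells plated with tetracycline inducer and held overnight at 30 C; calcium dye loaded 30–90 min at room temperature; baseline taken, compound added and read 180 s; EC20 dopamine then added and read 180 s.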
D1 antag: Antagonist of Human D 1 Dopamine Receptor: qHTS. 360,000 compounds, 3.2% hits. HEK293 TREx D1 cells, calcium flux, dopamine EC80; hits give low values. activity change, negative = inhibition, % at 10 µM; in the data active = activity change below about -30%; also: % is scaled to controls: 0 for no effect and ±100 for the full control effect
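Tetracycline-induced HEK293 T-REx cells with force-coupled D1 receptor were loaded with a no-wash calcium dye. Compound was added after a 10 s baseline and read kinetically for 180 s; EC80 dopamine was then added and calcium flux followed another 180 s.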
RXFP1 agonist: qHTS Assay for Agonists of the Relaxin Receptor RXFP1. Relaxin receptor 1 (Homo sapiens), Q9HBX9. Potency, µM (titrated, usually from 57.5 µM), inactives show at the top dose activation, most hits filed as activators. 370,000 compounds, 0.3% hits. AID 2676, 2010. HEK293T-RXFP1 cAMP TR-FRET, 30 min; response scale: percent of porcine relaxin response, buffer zero; also: potency is read from the fitted curve at half-maximal effect; % is scaled to controls: 0 for no effect and ±100 for the full control effect; nearly all actives have a fitted effect of over 60% in size; many of its hits are not listed in these tables
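Agonist response is measured as cAMP accumulation in an RXFP1-transfected HEK293T line under PDE4 inhibition. Values are scaled between buffer-only and 29 nM porcine relaxin, and EC50s come from standard Hill equation fits.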
RXFP1 antagonist: qHTS Assay for Antagonists of the Relaxin Receptor RXFP1 | Relaxin receptor 1 (Homo sapiens), Q9HBX9 | HEK293-RXFP1, relaxin-stimulated cAMP HTRF, 30 min; hits give low values | activity change, negative = inhibition, % at 57.5 µM | 350,000 compounds, 0.59% hits | AID 1259400, 2018;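 active = activity change of -60% or lower, but not beyond a set lower limit; inconclusive = change between -60% and -40%, or beyond the set limit; inactive = change above -40%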; also: % is scaled to controls: 0 for no effect and ±100 for the full control effect
Starred values were filed as active, the others as inactive; ? = inconclusive; . = no result given; [ ] = remark or other dose. Unless noted, calls follow the shape of the dose curve; as a rule, active = well fitted curve in the direction sought with a large enough effect; inconclusive = small, poorly fitted or top-dose-only effect, or another doubt; inactive = no such curve, though single readings can be large; an effect the other way counts as inactive or inconclusive. This is a subset (hit frequency here may not be typical).

Below each compound: TRHR PAM	Anesthetic bind	D1 ag	TRHR agonist	D1 potentiator	D2 potentiator	D1 antag	RXFP1 agonist	RXFP1 antagonist
Cc1c(Br)c(C(=O)NNC(=O)c2ccc(C(C)(C)C)cc2)nn1C
→ 16	-6%	2	0.2	0	13	4	4.5%	-4
COC(=O)c1cccc(CN2C(=O)SC(Nc3ccc(Cl)cc3)C2=O)c1 (configuration not stated)
→ 1	-1%	1	1.3	-6	3	-32*	0.1%	-5
CCCCC(=O)NC(Nc1sc2c(c1C(N)=O)CCCC2)(C(=O)OCC)C(F)(F)F (configuration not stated)
→ -4	1%	1	-0.2	0	-5	3	-0.2%	25
CC(C)N1CCc2c(sc(NC(=O)c3cc4cc([N+](=O)[O-])ccc4s3)c2C(N)=O)C1
→ 2	?	35*	16	-1	15	-14	5.3%	3
CC(C)Cc1nnc(NC(=O)c2cc(-c3ccncc3)nc3ccccc23)s1
→ -1	-16%	1	-0.3	1	18	44	1.3%	-14
CC(C)Oc1ccc(CNC(=O)CN2C(=O)CCn3nc(-c4cn(C)c5ccccc45)cc32)cc1
→ 1	57%[activator]	1	-0.9	-4	-3	17	2.1%	-16
CCS(=O)(=O)N1CCN(c2cnn(-c3ccccc3)c(=O)c2Cl)CC1
→ -2	-1%	12	0.1	5	-6	3	-5.2%	3
CC(=O)NC(C)C12CC3CC(CC(CC(=O)O)(C3)C1)C2 (configuration not stated)
→ 0	35%[activator]	-2	-1.8	3	1	23	-0.9%	-15
CC1CCCN(S(=O)(=O)c2ccc(NC(=O)CN3C(=O)NC(C)(c4ccccc4)C3=O)cc2)C1 (configuration not stated)
→ 0	.	5	2.2	2	-14	-16	-0.3%	-19
C=CCNC(=O)CC12CC3CC(C1)CC(CC(=O)NCC=C)(C3)C2
→ 3	0%	0	0.1	0	10	3	-0.5%	-8
Cc1ccc2cc(COC(=O)c3ccncc3)c(=O)[nH]c2c1
→ -2	-11%	4	1.5	-2	8	9	1.8%	4
C=C(c1cccc2ccccc12)P(=O)(O)O
→ -14	7%	2	0.3	-3	-2	0	0.5%	-1
Cc1cc(C)c(S(=O)(=O)N2CCN(c3ccc([N+](=O)[O-])c(NCc4ccco4)c3)CC2)c(C)c1
→ -1	-8%	2	-0.3	2	0	2	-5.1%	-6
CSc1ccc(CN2CCC(n3nccc3NC(=O)c3ccccc3C)CC2)cc1
→ 1	-10%	8	0.4	-6	-4	1	2.3%	-10
Cc1ccc(COc2ccsc2C(=O)O)cc1
→ -2	-5%	11	0.6	-3	1	16	0.0%	-1
CCN(CC)CCNC(=O)C(=O)Nc1c2c(nn1-c1ccc(F)cc1)CSC2
→ -1	5%	-1	0.1	0	.	.	-0.8%	-6
O=C(NCCCn1ccnc1)C(=O)c1cn(CC(=O)N2CCCCCC2)c2ccccc12
→ -3	-14%	-2	0.5	-7	1	-2	0.6%	-12
CCOC(=O)N1CCN(C(=O)CCl)CC1
→ 2	-3%	-1	1.4	0	19	.	-0.4%	-19
OCCC1CN(Cc2ccc3cc(Cl)ccc3n2)CCN1Cc1ccsc1 (configuration not stated)
→ 10	-9%	1	-1.0	3	-9	-1	-0.3%	4
CC(=O)N(C1=C(N)C(=O)c2ccccc2C1=O)C(C)C
→ -4	-10%	7	0.6	-3	0	32	0.2%	16
O=c1[nH]c2cc3c(cc2cc1CN(Cc1nnnn1CC1CCCO1)C1CCCCC1)OCO3 (configuration not stated)
→ 2	175%[activator]	2	2.1	-3	-7	6	0.0%	10
CN(C)c1ccc(/C=N/NC(=O)c2sccc2-n2cccc2)cc1
→ 2	13%	0	-0.3	1	-1	-1	2.7%	-38
CN(C)S(=O)(=O)Oc1ccccc1C(=O)Nc1ccc(F)cc1
→ 1	-5%	0	0.7	1	-30	5	-0.7%	12
O=C(O)c1cnn(-c2nc(-c3cccc([N+](=O)[O-])c3)cs2)c1C(F)(F)F
→ 1	-2%	2	-0.4	-9	-5	5	5.7%	0
CSc1nsc(/C=C/Nc2ccc(C)cc2)c1C#N
→ -4	-8%	0	-0.2	-6	-17	-11	1.3%	-6
O=C(CN1CCN(c2cccc(C(F)(F)F)c2)CC1)N(C1CC1)C1CCS(=O)(=O)C1 (configuration not stated)
→ 1	.	-1	0.5	-3	-2	-1	1.0%	2
COc1ccc(-n2ncc3c(=O)n(CC(=O)NC(C)C)cnc32)cc1
→ -2	-7%	3	0.6	-9	-22	9	2.8%	-1
O=C(CSc1n[nH]c(-c2ccccc2)n1)N1CCCCC1
→ -3	1%	-1	0.2	3	-5	-16	5.0%	-9
Cc1occc1C(=O)N1CCCC(N2CCN(c3cccc(Cl)c3)CC2)C1 (configuration not stated)
→ -1	-6%	2	-0.9	1	-7	-2	-1.7%	-8
C[C@H]1CN=C(Nc2ccccc2)N1CC1CCCCCC1
→ -2	-2%	2	0.8	1	6	3	-0.1%	.

Entries listed above that bear a hit mark in D1 antag:
Compound | TRHR PAM | Anesthetic bind | D1 ag | D1 potentiator | D2 potentiator | D1 antag | RXFP1 agonist | RXFP1 antagonist
COC(=O)c1cccc(CN2C(=O)SC(Nc3ccc(Cl)cc3)C2=O)c1 (configuration not stated) | 1 | -1% | 1 | -6 | 3 | -32* | 0.1% | -5

Further results follow:
Below each compound: TRHR PAM	Anesthetic bind	D1 ag	TRHR agonist	D1 potentiator	D2 potentiator	D1 antag	RXFP1 agonist	RXFP1 antagonist
Cn1c(=O)c2c(nc(N3CCOCC3)n2Cc2ccccc2Cl)n(C)c1=O
→ -10	-6%	-2	0.0	-1	-10	-2	4.8%	.
COC(=O)C1=C(C(=O)OC)[C@@H]2Nc3ccccc3[C@@]23C[C@@H](C(=O)OC)N(C(C)=O)C3=N1
→ 12	-7%	3	-0.1	5	15	-9	0.7%	.
NC(=O)CSc1nc2cc([N+](=O)[O-])ccc2n1-c1cccc(C(F)(F)F)c1
→ -1	-7%	0	-0.5	3	9	14	-0.2%	.
CC(c1nccs1)N(C)c1nc2nonc2nc1NC1CC1 (configuration not stated)
→ -1	-6%	2	1.7	-3	-7	-15	1.3%	1
Cc1[nH]c2c(C(=O)N3CCCC(CCC(=O)NCc4ccccc4F)C3)cccc2c1C (configuration not stated)
→ -15	-15%	5	1.1	-2	9	7	-1.9%	-10
CC(C)(C)c1cc(NS(=O)(=O)c2ccc3c(c2)OCCO3)on1
→ -4	-2%	-1	0.3	3	3	1	1.7%	-8
COc1ccc(-n2c(SCC(=O)C(C)(C)C)nc3c(sc(=S)n3-c3ccccc3)c2=O)c(OC)c1
→ -4	1%	4	1.1	-2	3	7	-0.2%	-15
Cc1ccccc1NC(=O)Cn1c(=O)n(Cc2ccc3c(c2)OCO3)c(=O)c2ccc(C(=O)NC3CCCCC3)cc21
→ 0	-9%	2	1.2	5	0	-12	5.2%	.
CC1CCC(NC(=O)CCS(=O)(=O)c2ccc3c(c2)CC(C)N3C(=O)C2CC2)CC1 (configuration not stated)
→ 1	0%	5	-0.2	-9	3	9	0.6%	-16
COc1cc(CN2CCN(C(=O)c3ccc(-c4ccccc4)cc3)CC2)cc(OC)c1OC
→ 33*	-15%	0	-0.4	-4	-12	13	-1.0%	5
CCOc1ccccc1NC(=O)CSc1c2c(nc3ccc(Cl)cc13)CCCC2
→ 1	-18%	2	7.7	6	1	11	3.1%	22
COc1ccc(CNCC(O)COCc2cccs2)cc1 (configuration not stated)
→ 0	-12%	6	-0.1	-6	-9	-13	-1.5%	22
CCc1ccc(N(C(=O)c2snc(C(N)=O)c2N)C(C(=O)NCCC(C)C)c2c[nH]c3ccccc23)cc1 (configuration not stated)
→ 1	?	6	0.5	0	-13	12	1.1%	6
COc1cccc(-n2c(=O)c3cc(OC)c(OC)cc3n(CC(=O)Nc3ccccc3)c2=O)c1
→ 5	-13%	2	-0.8	-2	.	-1	3.1%	.
O=C(CSc1nccn1Cc1ccccc1)Nc1ccc2c(c1)OCCO2
→ -1	-11%	1	-0.4	-4	.	7	1.1%	9
O=C(NCCOc1ccccc1F)c1cc(F)c(F)cc1Cl
→ -8	-12%	3	0.6	-8	-10	-3	19%	20
COc1ccc(Cc2nc3ccc(C(=O)N(C)C(C)c4ccon4)cc3o2)cc1 (configuration not stated)
→ -7	?	4	-0.9	2	-13	10	4.8%	5
Cc1ccccc1C(=O)N1CCC(C(=O)Nc2ccc(F)cc2F)CC1
→ 2	-5%	1	-0.4	-1	-2	-15	3.4%	-7
CCOc1ccc(N/C(C)=C/C(=O)c2ccc(C)o2)cc1
→ -5	-19%	1	0.4	-1	-1	-4	1.4%	-7
O=C(Nc1ccc(Cl)cc1)c1cc(S(=O)(=O)N2CCCc3ccccc32)ccc1F
→ -1	29%	5	1.6	1	.	9	2.2%	-8
CC1=C(C(N)=O)C(c2ccc(C)o2)C(C(N)=O)=C(C)N1
→ 1	12%	2	-1.0	-3	-4	-12	1.4%	-19
CC(=O)Nc1nc(C)c(-c2csc(Nc3ccc(S(N)(=O)=O)cc3)n2)s1
→ 0	49%[activator]	0	0.1	-5	4	-19	1.1%	-5
COc1cc(/C=N/NC(=O)c2ccc(Cl)c(S(N)(=O)=O)c2)ccc1OCC(N)=O
→ 2	6%	2	0.1	-12	1	6	0.6%	-1
CCc1nc2ccc(C(=O)NCc3ccc(SC)cc3)cc2nc1CC
→ 10	-11%	7	-0.6	0	1	1	5.7%	-16
Cc1ccc(C(=O)/C=C\NCc2ccccc2)cc1
→ -15	-21%	4	1.2	0	-5	17	-0.7%	-5
Cc1cc(=O)[nH]c(N/N=C/C(C)c2ccccc2)n1 (configuration not stated)
→ 6	3%	0	-0.4	3	13	1	3.3%	-9
CCN(CC)CCNC(=O)C1(O)c2cc(Br)ccc2NC(=O)N1c1ccc(Cl)cc1 (configuration not stated)
→ 21	-6%	1	0.5	5	2	-5	1.6%	1
Cc1ccsc1/C=C1\SC(N2CCOCC2)=NC1=O
→ 4	?	2	-0.4	-10	-4	2	-6.4%	-2

Bioassay records deposited in PubChem BioAssay by National Center for Advancing Translational Sciences (NCATS).
